E coli Lon inh = inhibitors of E. coli Lon protease, primary screen, biochemical, fluorescence polarization. P0A9M0. purified E. coli Lon protease. inhibition, % at 7.94 µM. actives 0.42% (n = 360,000); in the data active = inhibition above about 13%, passing the limit was not always enough;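 also: 0% = enzyme with probe and DMSO and 100% = no enzyme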
STEP inh = STEP phosphatase inhibitors, primary screen, biochemical, fluorescence intensity, uHTS. actives 0.25% (n = 360,000). AID 588621, 2011. Tyrosine-protein phosphatase non-receptor type 5 (Homo sapiens), P54829. inhibition, % at 20 µM. recombinant STEP, OMFP fluorogenic substrate;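 active = inhibition at 20 µM, scaled per plate between control wells, above about 37%, limit read from the data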;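 also: 0% = DMSO with enzyme and substrate and 100% = substrate only without enzyme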
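System: isolated STEP enzyme; schedule: 20 min enzyme reaction at room temperature, protected from light; medium: Bis-Tris buffer pH 6.0, 2.5 mM DTT, 0.005% Tween 20; signal: fluorescence, 480/540 nm; dosing: single compound dose of 20 µM, 1% DMSO final; also added: OMFP substrate, 25 µM final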
SUMO1-SIM PPI = modulators of SUMO1 protein-protein interactions, primary screen, biochemical, uHTS. AID 602429, 2012. Small ubiquitin-related modifier 1 (Homo sapiens), P63165. inhibition, % at 20 µM. SUMO1 binding to a labelled peptide, TR-FRET, 1 h. actives 0.33% (n = 360,000); in the data active = inhibition above about 37%
Target sequence (P63165 whole entry, looked up): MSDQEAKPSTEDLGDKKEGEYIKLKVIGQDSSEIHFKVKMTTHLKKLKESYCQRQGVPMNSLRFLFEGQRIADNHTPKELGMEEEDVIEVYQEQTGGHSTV
MsrA inh = bovine MsrA enzyme inhibitors, primary screen, biochemical, absorbance, HTS. AID 651718, 2012. actives 0.75% (n = 360,000). Methionine sulfoxide reductase A (Bos taurus). purified bovine MsrA, absorbance read-out. inhibition, % at 15.5 µM; in the data active = inhibition above about 4.5%;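 also: 0% = vehicle wells with enzyme and 100% = reference inhibitor wells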
LMPTP inh = LMPTP phosphatase inhibitors, primary screen, biochemical, fluorescence intensity, uHTS; Low molecular weight phosphotyrosine protein phosphatase (Homo sapiens), P24666; recombinant LMPTP-A, OMFP fluorogenic substrate; inhibition, % at 20 µM; actives 0.22% (n = 360,000);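 active = compounds that cut the enzyme signal by at least half of the control window in the single-dose screen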;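 also: plate controls were DMSO wells with enzyme plus substrate for no effect and substrate without enzyme for full effect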
Target sequence (P24666 whole entry, looked up): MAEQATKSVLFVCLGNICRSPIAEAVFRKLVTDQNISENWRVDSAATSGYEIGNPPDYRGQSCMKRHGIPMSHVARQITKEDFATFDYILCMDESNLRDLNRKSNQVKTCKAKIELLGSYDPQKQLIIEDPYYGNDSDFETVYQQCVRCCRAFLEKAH
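Assay system: LMPTP-A phosphatase enzyme | Input: 0.625 nM enzyme | Also added: Fluorogenic phosphatase substrate OMFP at 400 µM final | Compound dosing: One test concentration per compound, 20 µM, with 3% DMSO overall | Schedule: 50 min enzyme reaction at room temperature, protected from light | Signal: Fluorescence intensity | Benchmarks: no-enzyme and uninhibited controls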
Scp-1 inhibitor = Scp-1 phosphatase inhibitors, primary screen, biochemical, colorimetric, uHTS | Carboxy-terminal domain RNA polymerase II polypeptide A small phosphatase 1 (Homo … | Recombinant Scp1, phosphopeptide, malachite green phosphate absorbance | inhibition, % at 20 µM | actives 0.88% (n = 340,000) | AID 493091, 2011;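 active = inhibition above about 50% at 20 µM, limit read from the data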;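 also: plate controls were DMSO wells with enzyme for no effect and wells lacking enzyme for full effect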
Target sequence (Q9GZU7 76-261 limits assumed): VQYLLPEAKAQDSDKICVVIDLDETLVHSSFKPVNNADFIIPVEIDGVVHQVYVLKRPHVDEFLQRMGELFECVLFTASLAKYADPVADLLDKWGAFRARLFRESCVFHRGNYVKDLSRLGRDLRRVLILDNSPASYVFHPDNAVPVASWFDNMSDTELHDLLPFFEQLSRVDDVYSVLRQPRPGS
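Material – SCP-1 phosphatase catalytic domain, residues 76-261 · Buffer or medium – Acidic Tris acetate buffer with magnesium and detergent · Also added – Phospho 17-mer peptide substrate · Compound – single 20 µM dose, 1% DMSO · Times – 45 min room-temperature reaction, 5 min colour, 30 min stabiliser · Technique – Phosphate-binding colour reagent, absorbance read at 630 nm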
CendR NRP1 mod = modulators of CendR peptide binding to NRP-1, primary screen, biochemical, fluorescence polarization, uHTS. Neuropilin-1 (Homo sapiens), O14786. FAM-RPARPAR peptide binding to NRP-1. inhibition, % at 25 µM. actives 0.85% (n = 360,000);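 active = inhibition or corrected inhibition above about 18%, plus a signal ratio from 0.5 to 1.5, limit read from the data, passing the limit was not always enough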; also: strong numbers were not always called active
bovine MsrA act = bovine MsrA enzyme activators, primary screen, biochemical, absorbance, HTS; Methionine sulfoxide reductase A (Bos taurus); purified bovine MsrA, absorbance read-out; activation, % at 10.6 µM; actives 0.3% (n = 360,000); AID 602163, 2012; in the data active = activation above about 7.5%;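 also: 0% = vehicle and 100% = reference activator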
Tb MetRS inh = T. brucei MetRS inhibitors, primary screen, biochemical, luminescence; methionyl-tRNA synthetase (Trypanosoma brucei brucei); inhibition, % at 11.9 µM; AID 624268, 2012; actives 0.4% (n = 360,000); purified T. brucei MetRS, ATP depletion, Kinase-Glo luminescence;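 active = inhibition above a per-plate cutoff of the control wells' mean inhibition plus 3 SD, cut at about 5.5% in these data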;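 also: 0% = DMSO wells median and 100% = median of wells with control inhibitor compound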
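Assay system: T. brucei methionyl-tRNA synthetase, purified | Medium: HEPES buffer with MgCl2, KCl, DTT, spermine, BSA, pyrophosphatase | Compound: 11.9 µM single point | Incubation: 15 min enzyme-compound preincubation, 2 h reaction, 10 min detection, 25 °C | Measured by: Kinase-Glo luciferase luminescence reporting remaining unconsumed ATP | Measure: % inhibition normalized to control-well medians | Replication: Singlicate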
DNMT1 block = human DNMT1 methyltransferase inhibitors, primary screen, biochemical, molecular beacon, fluorescence, HinP1I cleavage, uHTS | DNA (cytosine-5)-methyltransferase 1 (Homo sapiens), P26358 | inhibition (reported as % activation of signal), % at 10 µM | actives 0.83% (n = 360,000); in the data active = inhibition above about 50%
An asterisk follows results filed as active; . = no result given.

Start of the listing, in advance:
Values in the order: E coli Lon inh	STEP inh	SUMO1-SIM PPI	MsrA inh	LMPTP inh	Scp-1 inhibitor	CendR NRP1 mod	bovine MsrA act	Tb MetRS inh	DNMT1 block
1) CCS(=O)(=O)N1CCN(c2ccccc2)CC1
  -7	0	-2	0.6	-0.8	-15	1	-7	-0.1	-1
2) CCOC(=O)/C=C/C(=O)Nc1ccc(S(=O)(=O)Nc2c(C)cc(C)cc2C)cc1
  2	-3	1	-0.4	1.1	-8	-7	-4	-0.4	-13

The listing (from the top)
Values in the order: E coli Lon inh	STEP inh	SUMO1-SIM PPI	MsrA inh	LMPTP inh	Scp-1 inhibitor	CendR NRP1 mod	bovine MsrA act	Tb MetRS inh	DNMT1 block
1) CCS(=O)(=O)N1CCN(c2ccccc2)CC1
  -7	0	-2	0.6	-0.8	-15	1	-7	-0.1	-1
2) CCOC(=O)/C=C/C(=O)Nc1ccc(S(=O)(=O)Nc2c(C)cc(C)cc2C)cc1
  2	-3	1	-0.4	1.1	-8	-7	-4	-0.4	-13
3) CCN(C(=O)CSc1nc2ccccc2n1CC(C)C)c1c(N)n(Cc2ccccc2)c(=O)[nH]c1=O
  -4	3	0	0.2	0.2	-8	14	-3	-0.2	2
4) Cc1[nH]c(-c2ccc(F)cc2)cc1C(=O)N1CCN(c2ccc(Cl)cc2)CC1
  -16	-2	8	-0.8	5.5	-7	7	8.3*	-0.5	-18
5) CCC(C(=O)NCCCN1CCOCC1)n1c2ccccc2c2nc(=O)cc(C)n21 (centres undefined)
  -4	2	6	0.8	-1.4	-2	4	-4	-0.5	-1
6) CCS(=O)(=O)N1Cc2ccccc2CC1C(=O)OCC(=O)Nc1ccc(C)cc1 (centres undefined)
  -10	-5	2	-0.5	-0.1	-16	-7	-3	0.1	-13
7) Cc1nc2ncccn2c1-c1csc(Nc2cccc(C(=O)O)c2)n1
  -4	0	-8	0.6	-0.1	-3	6	-1	-0.2	0
8) CC1CCCN(C(=O)COC(=O)Cc2ccc(Cl)cc2)C1 (centres undefined)
  6	1	1	-0.9	0.0	-1	-18	-2	-1.6	3
9) COc1ccc(OC)c(S(=O)(=O)N2CCN(c3ccccn3)CC2)c1
  -13	-2	6	0.4	-0.4	-2	0	-2	0.2	1
10) O=C(COC(=O)CNC(=O)c1ccc(Cl)cc1Cl)NC1CCCCCCC1
  2	-3	-1	-0.2	0.0	-7	8	0	-0.3	-1
11) CC[C@H](C)Cc1cn([C@@H](CCCN=C(N)N)C(=O)NCCCCCCCCCCC(=O)N2CCNCC2)nn1
  -10	1	-54	-1.5	0.5	-2	-4	-6	-0.5	-3
12) COc1ccc(C(=O)NC(=O)CSc2nc3nc(C)cc(C)n3n2)cc1
  5	0	5	-0.1	-1.4	20	3	-1	-0.3	2
13) O=C(O)c1cc(NN=Nc2ccc(Br)cc2)cc([N+](=O)[O-])c1
  -5	-2	-2	1.4	1.3	2	0	-6	-0.6	-1
14) O=c1cc(-c2ccc(Br)cc2)[nH][nH]1
  1	-2	-1	-1.0	1.4	-9	16	-4	0.6	-14
15) O=C(Nc1ccc(Br)cc1Cl)c1ccc2c(=O)n3c(nc2c1)CCC3
  12	-1	3	0.9	0.2	-1	-16	-3	0.1	-1

Ordered by heavy-atom count (highest first): part of the list above
Values in the order: E coli Lon inh	STEP inh	SUMO1-SIM PPI	MsrA inh	LMPTP inh	Scp-1 inhibitor	CendR NRP1 mod	bovine MsrA act	Tb MetRS inh	DNMT1 block
11) CC[C@H](C)Cc1cn([C@@H](CCCN=C(N)N)C(=O)NCCCCCCCCCCC(=O)N2CCNCC2)nn1
  -10	1	-54	-1.5	0.5	-2	-4	-6	-0.5	-3
3) CCN(C(=O)CSc1nc2ccccc2n1CC(C)C)c1c(N)n(Cc2ccccc2)c(=O)[nH]c1=O
  -4	3	0	0.2	0.2	-8	14	-3	-0.2	2
2) CCOC(=O)/C=C/C(=O)Nc1ccc(S(=O)(=O)Nc2c(C)cc(C)cc2C)cc1
  2	-3	1	-0.4	1.1	-8	-7	-4	-0.4	-13
7) Cc1nc2ncccn2c1-c1csc(Nc2cccc(C(=O)O)c2)n1
  -4	0	-8	0.6	-0.1	-3	6	-1	-0.2	0
1) CCS(=O)(=O)N1CCN(c2ccccc2)CC1
  -7	0	-2	0.6	-0.8	-15	1	-7	-0.1	-1

More compounds:
Values in the order: E coli Lon inh	STEP inh	SUMO1-SIM PPI	MsrA inh	LMPTP inh	Scp-1 inhibitor	CendR NRP1 mod	bovine MsrA act	Tb MetRS inh	DNMT1 block
16) Clc1ccc(-c2cn3cc(Cl)ccc3n2)cc1
  1	-1	4	0.2	-1.5	-1	2	-3	-0.2	2
17) COc1ccc(C(CNC(=O)c2cccnc2SC)N2CCOCC2)cc1 (centres undefined)
  3	-1	5	0.7	-0.6	0	8	-1	-0.1	5
18) CCC(=O)c1cc2c(cc1NC(=O)C(C)C)OCCO2
  -6	7	-1	1.1	0.1	-8	5	-3	-0.6	4
19) CCOc1ccc(NC2=NC(C)(C)N=C(N)N2)cc1
  0	0	3	-1.0	1.4	-5	-3	0	-0.7	2
20) CC1=CCC(C(=O)N/N=C/c2cccs2)C(c2ccc(F)cc2)C1 (centres undefined)
  1	4	-12	0.8	1.1	-8	-10	0	-0.1	0
21) COc1ccc(CC(=O)NNC(=O)c2ccc(SCc3cc(F)ccc3F)c([N+](=O)[O-])c2)cc1
  -1	-4	-7	-0.3	5.4	17	-3	-1	0.2	18
22) O=C(NCc1ccncc1)C1COc2ccccc2O1 (centres undefined)
  -3	1	-1	0.0	-1.2	1	-4	-3	-1.0	5
23) Cc1nn(C)c(NC(=O)c2ccc(Cl)cc2)c1Cl
  -6	0	-1	0.3	-0.2	-4	2	-2	-0.2	3
24) CC(=O)Nc1ccc(S(=O)(=O)NC(=O)C23CC4CC(CC(C4)C2)C3)cc1
  -12	-3	0	-0.7	0.2	-5	0	-3	-0.5	2
25) CC(=O)c1cccc(NC(=O)Cc2cccs2)c1
  1	0	0	-0.5	0.4	-6	-9	-3	-0.9	-5
26) CCn1c(C(O)c2ccc3c(c2)OCO3)nc2ccccc21 (centres undefined)
  -1	-2	5	0.8	0.4	-5	15	0	-0.1	2
27) CCCCNS(=O)(=O)CCNCc1ccco1
  -3	0	0	0.5	-0.8	1	-1	-6	0.7	2
28) CN(C)CCN(CC1CCCN(Cc2ccccc2F)C1)C(=O)c1ccc(F)cc1 (centres undefined)
  -6	-1	2	0.7	-2.5	-5	-8	-3	-0.8	1
29) CS(=O)(=O)N1CCc2cc(S(=O)(=O)N3CCCCC3)ccc21
  -7	2	-2	2.3	-1.2	-4	0	-4	-0.3	-2
30) C=CCn1c(C)cc(C(=O)CSc2nnc3c(Cl)cc(Cl)cn23)c1C
  3	-1	-11	0.1	-1.6	-2	-4	-4	-0.5	1

Next section
Values in the order: E coli Lon inh	STEP inh	SUMO1-SIM PPI	MsrA inh	LMPTP inh	Scp-1 inhibitor	CendR NRP1 mod	bovine MsrA act	Tb MetRS inh	DNMT1 block
31) COC(=O)[C@@]1(C)[C@H]2C(=O)N(C)C(=O)[C@H]2[C@H]2CN=C(SCc3ccccc3)N21
  6	-5	1	-1.2	-1.7	-1	7	-2	0.9	3
32) Clc1ccccc1CNCC1CCCO1 (centres undefined)
  2	-6	5	1.1	-3.0	-2	1	-5	-0.9	2
33) COc1cc(OC)cc(-c2c(Sc3ccccc3)c3cc(-c4cnc(N5CCOCC5)nc4)ccc3n2C)c1
  8	.	-40	0.8	2.5	.	-8	-3	-0.7	.
34) CC(C)c1ccc2[nH]c3nc(SCC(=O)N4CCOCC4)nnc3c2c1
  -5	0	-13	1.1	0.1	-7	-12	-3	-0.7	-1
35) Cc1ccc(/C=C/C(=O)c2ccc(N3CCOCC3)cc2)s1
  -9	-1	-19	1.4	1.9	-1	-63	-3	0.3	-6
36) Cc1ccc2[nH]c(=O)c(CN(Cc3ccco3)S(=O)(=O)c3c(C)ccc4nsnc34)cc2c1
  -6	3	-15	1.1	0.7	-9	-9	-3	-0.4	-2
37) CCCNC(=O)c1cc(C2CCCN(C(=O)c3ccc(NC(C)=O)cc3)C2)on1 (centres undefined)
  6	-1	-1	-0.3	-1.9	.	-15	-11	-0.4	0
38) Cn1nc(C(=O)NNC(=O)C2CSC3(C)CCC(=O)N23)c2ccccc2c1=O (centres undefined)
  -7	8	-1	1.0	-0.5	-6	-3	-2	0.1	0
39) COc1ccccc1CNc1nc(NCc2ccc(C)cc2C)c2sccc2n1
  2	11	-6	.	15	.	0	-9	-0.3	-26
40) COc1ccc(N2CCN(CCNS(=O)(=O)c3cccc4nsnc34)CC2)cc1
  -7	3	-24	0.4	-1.4	-2	5	-1	-1.7	3
41) COc1ccc(NC(=O)CC(C)c2ccccc2)c([N+](=O)[O-])c1 (centres undefined)
  6	-2	-21	1.4	-0.1	36	-13	-3	0.0	-2
